RSV CPE inhibition – inhibition of RSV-induced cytopathic effect – HEp-2 cells, primary 10 µM value included (AID 2391); HEp-2 cells, RSV-induced CPE inhibition; higher % means a stronger effect; CPE inhibition, % at 10 µM, or IC50 in µM where a hit was titrated; 0.13% of 310,000 active; in the data active = a potency from the dose series; inconclusive = CPE inhibition mostly from about 23% at the one dose, without a potency; inactive = the rest, 99 in 100 with CPE inhibition below about 21%; also: strong numbers were not always called active
SV40 large T antigen – SV40 large T antigen inhibitors, biochemical (AID 1903); SV40 large T antigen ATPase/helicase inhibition assay; higher % means a stronger effect; inhibition, % at 20 µM, or IC50 in µM where a hit was titrated; 0.39% of 310,000 active; in the data active = a potency from the dose series; inconclusive = inhibition mostly from about 32% at the one dose, without a potency; inactive = the rest, 99 in 100 with inhibition below about 32%; also: strong numbers were not always called active
K1F lysis inhibition – inhibition of K1F phage lysis, E. coli UTI89, bacterial capsule biogenesis inhibitors, alamar blue (AID 488966) | one-dose inhibition, % at 100 µM; IC50 in µM for titrated hits | 0.02% of 340,000 active | E. coli UTI89 K1F phage lysis, alamar blue, 2 h; higher % means a stronger effect;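 active = phage lysis inhibition, versus mean bacterial control, above a set limit; inconclusive = no clear call, values can overlap the other calls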;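 also: capsule biogenesis inhibitors block K1F phage lysis so surviving cells raise fluorescence; higher fluorescence means more inhibition of phage lysis; actives were called in the ten point dose series up to 300 µM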
PhoP inhibition – PhoP-dependent GFP reporter repression – Salmonella Typhimurium, primary screen (AID 1863). S. Typhimurium PhoP-regulated promoter GFP reporter, 4 h; higher % means a stronger effect. one-dose inhibition, % at 50 µM; IC50 in µM for titrated hits. 0.16% of 300,000 active;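 active = inhibition over 29.93%, a cutoff 3 SD above the screen mean, later confirmed by dose response; inconclusive = inhibition over 29.93% but no dose response follow-up; inactive = inhibition at most 29.93% or unconfirmed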;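 also: 0% = low Mg2+ inducing control and 100% = high Mg2+ repressing control; strong numbers were not always called active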
MgcRacGAP inhibition – MgcRacGAP GTPase-activating activity inhibitors, confirmation, biochemical, ADP Hunter fluorescence; 0.6% of 340,000 active; MgcRacGAP-stimulated Rac1 GTP hydrolysis, ADP Hunter fluorescence; higher % means a stronger effect; GST-tagged Rac1 F28L mutant substrate; inhibition, % at 30 µM, or IC50 in µM where a hit was titrated;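 active = first-screen hits whose inhibition reached a set limit at any dose in the follow-up dose series; inconclusive = inhibition above the set first-screen limit but never retested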;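 also: fluorescence reports GDP produced by GAP-driven GTP hydrolysis; strong numbers were not always called active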
GPR55 LPI antagonism – GPR55 antagonists blocking LPI-driven arrestin recruitment, primary screen, imaging, U2OS, beta-arrestin-GFP, LPI agonist (AID 2013); U2OS GPR55 beta-arrestin-GFP translocation imaging, LPI antagonism; higher % means a stronger effect; inhibition, % at 10 µM; hits with a dose series show IC50 in µM; 0.13% of 290,000 active;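 active = spots per cell inhibited over 60%, with over 100 cells counted and total cytoplasm intensity under 500,000; inconclusive = wells with under 100 cells, flagged as likely toxic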;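 also: U2OS cells stably carrying GPR55 and arrestin-GFP stimulated by 5 µM LPI near EC80; imaged beta-arrestin-GFP aggregate spots per cell after agonist stimulation; plate controls were LPI-stimulated DMSO wells for no effect and DMSO wells without LPI for full effect; some results filed as inactive read as strong as hits; confirmed hits need IC50 under 10 µM and bright autofluorescent wells are also inconclusive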
GPR35 antagonists – inhibition of zaprinast-stimulated GPR35 beta-arrestin translocation – imaging, U2OS, beta-arrestin-GFP, zaprinast agonist, primary screen (AID 2058) | U2OS GPR35 beta-arrestin-GFP translocation imaging, zaprinast antagonism; higher % means a stronger effect | 0.052% of 290,000 active | inhibition, % at 10 µM; hits with a dose series show IC50 in µM;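 active = inhibition of at least 50% with at least 30 cells and total cytoplasm GFP at most 10,000,000; inconclusive = under 30 cells or total GFP of 10,000,000 plus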
NS5 inhibitors – Dengue-2 NS5 methyltransferase inhibitors, primary screen, biochemical, confirmation dose response (AID 588689) | inhibition, % at 25 µM; hits with a dose series show IC50 in µM | Dengue-2 NS5 methyltransferase capping enzyme assay, biochemical; higher % means a stronger effect | 0.3% of 340,000 active; in the data active = a potency from the dose series; inconclusive = inhibition above about 29% without an active follow-up result
HIV fusion peptide – cell-free HIV fusion peptide-binding blockers – biochemical, uHTS, fluorescence dequenching, primary screen (AID 1986). 0.3% of 290,000 active. cell-free peptide binding, fluorescence dequenching, 30 min; higher % means a stronger effect. inhibition, % at 20 µM; hits with a dose series show IC50 in µM; in the data active = inhibition mostly above about 52%, no sharp cut-off; inactive = mostly below about 76%; also: some results filed as inactive read as strong as hits
NS5 inhibitors pilot replicate – second read-out of NS5 inhibitors, no call of its own (marks repeat the call); inhibition, %; measured here: pilot screen replicate inhibition
Starred values were filed as active, the others as inactive; ? = inconclusive; . = no result given; [ ] = another dose, or the depositor's remark.

SMILES	RSV CPE inhibition	SV40 large T antigen	K1F lysis inhibition	PhoP inhibition	MgcRacGAP inhibition	GPR55 LPI antagonism	GPR35 antagonists	NS5 inhibitors	HIV fusion peptide	others
Cc1nc(-c2ccc(S(=O)(=O)Nc3ccc(S(N)(=O)=O)cc3)cc2)co1	7.1%	5%	0.2%	6%	-2%	1%	7%	1%	-0.4%
CCCCN(C)CCCNC(=O)Cn1c(=O)sc2ccccc21	-1.1%	-11%	-0.1%	21%	3%	12%	-12%	2%	2.2%
O=C(CNC(=O)c1ccc(Cl)cc1)NC1CCCCC1	1.4%	6%	0.0%	-6%	1%	6%	11%	-4%	-0.4%
C(#CC1CCCC1)c1ccc2c(c1)COc1c3ccccc3nn1-2	3.5%	7%	0.3%	-6%	8%	11%	-21%	-2%	2.3%
CCOC(=O)N1CCC(NC(=O)CS(=O)(=O)Cc2nc(-c3ccc(OC)cc3)oc2C)CC1	0.6%	3%	-0.1%	3%	-5%	2%	16%	-11%	-0.5%
Nc1nc(-c2ccc(Cl)cc2)nnc1-c1ccc(Br)cc1	3.5%	8%	0.1%	-10%	2%	-8%	10%	7%	4.5%
Cc1ccc2cc(/C=C(\C#N)C(N)=O)c(N3CCCCC3)nc2c1	1.4%	11%	0.3%	-16%	5%	15%	-2%	-14%	3.1%
Cn1ccnc1C1CCCCN1C(=O)c1cc(COc2ccc(F)cc2Cl)on1 (centres undefined)	1.5%	-1%	.	7%	.	5%	5%	.	1.1%
CCNc1c(NS(=O)(=O)c2ccc(F)c(Cl)c2)c(=O)oc2ccccc12	1.1%	8%	0.1%	1%	7%	-4%	-4%	0%	0.9%
CCOc1ccccc1N1CCN(C(=O)c2cc(-c3cc(OC)ccc3OC)nc3ccccc23)CC1	3.3%	2%	0.3%	-3%	8%	10%	11%	-2%	-2.1%
COc1ccc(CCn2c(C(C)C)nc3oc4ccccc4c(=O)c3c2=O)cc1	.	9%	0.6%	-4%	3%	-10%	-11%	2%	-0.3%
COCc1cc(C)n(CC(=O)Nc2c(C)cccc2C)c(=O)c1C#N	1.6%	.	0.1%	.	6%	1%	-12%	0%	0.1%
COCCNCC(=O)N1c2ccccc2Sc2ccccc21	1.0%	8%	3.6%	0%	25%	6%	-1%	2%	-0.3%
CCOC(=O)c1ccc(NC(=O)CSc2n[nH]c(-c3ccncc3)n2)cc1	0.1%	12%	0.7%	-3%	9%	12%	-7%	-7%	-1.3%
COc1ccc(Nc2cccc(Cl)c2)c(C(=O)O)c1	44%	33%	-1.2%	8%	29%	2%	-2%	.	16%
Cc1nnn(C23CC4CC(CC(CC(=O)Nc5cccc(F)c5)(C4)C2)C3)n1	-0.4%	-1%	-0.1%	2%	15%	-5%	8%	-9%	-1.8%
CC(C)(C)Nc1c(-c2ccc(O)cc2)nc2ccc(Cl)cn12	3.0%	0%	0.1%	8%	-1%	2%	25%	-5%	-0.6%
Cc1cccc(NC(=O)CC2S/C(=N/c3nccs3)N(C)C2=O)c1 (centres undefined)	1.4%	10%	-0.2%	-4%	-2%	-2%	-9%	2%	-1.4%
CCN(CC)C(C(=O)Nc1ccc2c(c1)OCO2)c1ccccc1 (centres undefined)	1.5%	10%	4.9%	3%	3%	-19%	?	-4%	2.9%
COc1cccc(OC(C)c2ccnc3nc(/N=C/N(C)C)nn23)c1 (centres undefined)	-1.2%	18%	0.3%	0%	-1%	13%	17%	-1%	-1.5%
CCCCOC(=O)C1=C(C)Nc2nnnn2C1c1ccc(OC)c(OC)c1OC (centres undefined)	1.2%	10%	-0.1%	10%	13%	10%	0%	-8%	-1.0%	NS5 inhibitors pilot replicate=-0.9
O=C(Nc1ccccc1C(=O)N/N=C/c1ccncc1)c1ccccc1	-0.3%	8%	0.4%	2%	10%	11%	-2%	-15%	2.0%
COc1ccc(C(=O)NC2CCSc3ccccc32)cc1F (centres undefined)	2.7%	6%	-0.4%	0%	10%	0%	12%	0%	-0.9%
Cn1cccc1C(=O)NC(=O)COC(=O)Cc1coc2ccc3ccccc3c12	0.5%	1%	2.5%	-1%	3%	7%	2%	-1%	-3.7%
CCC(=O)c1ccc(OCC(=O)N2CCN(S(=O)(=O)c3ccc(Cl)s3)CC2)cc1	0.3%	.	0.6%[50 µM]	.	6%	.	.	-6%	.
Following part.
SMILES	RSV CPE inhibition	SV40 large T antigen	K1F lysis inhibition	PhoP inhibition	MgcRacGAP inhibition	GPR55 LPI antagonism	GPR35 antagonists	NS5 inhibitors	HIV fusion peptide	others
FC(F)(F)c1ccccc1NC(=S)Nc1cccc(Cl)c1	1.9%	12%	7.5%	-9%	4%	18%	1%	-1%	0.8%
O=C(Cn1cc(C(F)(F)F)cc(Cl)c1=O)Nc1ccc(N2CCOCC2)cc1	-1.4%	7%	0.0%	-11%	0%	5%	-5%	-5%	-1.4%
CC1(C)CC(=O)C(N=Nc2c(Cl)cc(Cl)cc2Cl)=C(O)C1	1.5%	9%	4.3%	-8%	4%	1%	-4%	-4%	1.2%
S=C(Nc1cccc(Cl)c1)N1CCN(Cc2ccccc2)CC1	0.1%	12%	1.0%	5%	5%	11%	11%	-10%	0.3%
CCOc1ccc(-c2nnn(CC#N)n2)cc1OC	1.5%	11%	3.3%	10%	1%	3%	-8%	18%	2.2%
O=C(NCc1cccs1)c1ccc2c(c1)ncn2C1CCCC1	1.9%	1%	-0.3%	-3%	15%	-4%	-2%	-1%	5.8%
CN(CC(=O)Nc1ccccc1)CC(=O)Nc1ccc(F)cc1	0.9%	-27%	0.3%	8%	6%	0%	-6%	2%	-0.6%
COC(=O)CN1C(=O)COc2ccc(S(=O)(=O)NCc3ccccc3)cc21	3.6%	2%	2.6%	-6%	4%	-3%	13%	-5%	2.2%
COc1ccccc1CNC(=O)[C@@H]1CCCN1C(=O)C1CCN(S(=O)(=O)c2ccc(C)cc2)CC1	4.2%	-4%	0.0%	-5%	5%	13%	11%	-2%	-2.0%
O=S(=O)(NCCCCCCNS(=O)(=O)c1c(F)cccc1F)c1ccc2c(c1)OCCO2	1.0%	.	-0.1%	.	4%	.	.	-3%	.
CCCCN(CC)CCNc1c(N2CCN(C(=O)OCC)CC2)c(=O)c1=O	0.2%	7%	1.7%	-7%	1%	-2%	-4%	-3%	1.0%
CCCn1c(N)c(C(=O)COC(=O)CNC(=O)c2ccccc2OCC)c(=O)[nH]c1=O	0.3%	.	1.0%[50 µM]	.	4%	.	.	-6%	.
Cc1cccc(-n2nc3c(c2NC(=O)c2ccc(S(=O)(=O)N4CCOCC4)cc2)CSC3)c1C	.	-3%	-0.6%	-7%	11%	-5%	-9%	2%	8.3%
COc1ccc2nccc(C(N)=O)c2c1	2.0%	6%	-0.5%[50 µM]	-4%	5%	-3%	2%	-7%	0.0%
O=C(NN1C(=O)/C(=C/C=C/c2ccco2)SC1=S)c1ccncc1	.	?	.	-2%	.	2%	-4%	.	68%*
Cc1ccc([N+](=O)[O-])cc1NC(=S)NC(=O)c1c(Cl)cnn1C	.	.	-0.2%	.	0%	-7%	6%	1%	1.2%
O=C(NCc1ccco1)/C(=C/C=C/c1ccccc1)NC(=O)c1ccco1	0.1%	7%	1.1%	-3%	6%	6%	0%	3%	7.3%
CCc1noc(C)c1C(=O)N1CCC(CCC(=O)Nc2cccc(OC)c2)CC1	2.0%	20%	-0.3%[50 µM]	-3%	6%	-8%	63%	2%	0.3%
COc1ccc2c(c1)C=CC1(O2)N(CCO)c2ccccc2C1(C)C (centres undefined)	?	8%	-0.5%	2%	12%	26%	-8%	-22%	74%
CCCCNC(=O)C(=O)Nc1cc2c3c(c1)CCC(=O)N3CCC2	1.0%	14%	2.3%	-10%	9%	?	7%	5%	1.7%
CCN(CC(=O)Nc1ccc(OC)cc1)C(=O)CSCc1c(C)noc1C	1.5%	.	1.1%[50 µM]	.	2%	.	.	-9%	.
COc1cccc(CNC(=O)CCc2nnc(C3CCCCC3)o2)c1	9.0%	4%	0.3%	-2%	11%	4%	-8%	-5%	0.4%
CC(=O)C1C(=O)CC(C)(O)C(C(C)=O)C1c1ccc(N(C)C)cc1 (centres undefined)	-0.4%	6%	-0.2%	4%	0%	-12%	2%	8%	-1.3%
O=C1NC2(CCCCC2)C(=O)N1Cc1cccc(C(F)(F)F)c1	2.9%	5%	-0.7%	1%	-6%	18%	2%	-1%	1.7%
O=C(NC1CCCC1)c1ccc(CS(=O)(=O)Cc2ccccc2F)o1	0.9%	-2%	0.2%	5%	4%	14%	10%	6%	-1.3%
CN1C(=O)c2ccc(N3CCCC3)cc2C1=O	-0.4%	9%	-0.3%	-3%	2%	-3%	11%	11%	1.6%
COc1ccccc1OCC(=O)OCc1cc(-c2ccco2)on1	0.9%	.	-0.2%	.	3%	.	.	-5%	.
O=C(CCc1nnc(CCc2ccccc2)o1)NC(c1cccnc1)C(F)(F)F (centres undefined)	1.3%	8%	-0.1%	-13%	-11%	-2%	-2%	8%	-0.6%
Cc1ccc2nc(NC(=O)CSc3nc4ccccc4o3)sc2c1	21%	-4%	-0.1%	27%	-1%	-12%	-8%	1%	0.5%

6 structures already listed, ordered by formula weight, falling.
SMILES	RSV CPE inhibition	SV40 large T antigen	K1F lysis inhibition	PhoP inhibition	MgcRacGAP inhibition	GPR55 LPI antagonism	GPR35 antagonists	NS5 inhibitors	HIV fusion peptide	others
CCCn1c(N)c(C(=O)COC(=O)CNC(=O)c2ccccc2OCC)c(=O)[nH]c1=O	0.3%	.	1.0%[50 µM]	.	4%	.	.	-6%	.
S=C(Nc1cccc(Cl)c1)N1CCN(Cc2ccccc2)CC1	0.1%	12%	1.0%	5%	5%	11%	11%	-10%	0.3%
COc1ccc2c(c1)C=CC1(O2)N(CCO)c2ccccc2C1(C)C (centres undefined)	?	8%	-0.5%	2%	12%	26%	-8%	-22%	74%
O=C(NCc1cccs1)c1ccc2c(c1)ncn2C1CCCC1	1.9%	1%	-0.3%	-3%	15%	-4%	-2%	-1%	5.8%
CN(CC(=O)Nc1ccccc1)CC(=O)Nc1ccc(F)cc1	0.9%	-27%	0.3%	8%	6%	0%	-6%	2%	-0.6%
COc1ccc2nccc(C(N)=O)c2c1	2.0%	6%	-0.5%[50 µM]	-4%	5%	-3%	2%	-7%	0.0%

Source: PubChem BioAssay
